EWS-Fli inh = EWS/Fli transcriptional activity inhibition | hit rate 0.67% among 350,000 | AID 651661 | A673 NR0B1-luciferase reporter, viability-normalised | inhibition, % at 12.6 µM;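 active = mean inhibition of at least 50% after viability correction, with every replicate also passing that limit; inconclusive = mean reaches 50% but only one of two replicates passes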;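 note: firefly luciferase signal divided by Alamar Blue viability fluorescence both relative to DMSO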
S100A4 inh HTS = blocks human S100A4 binding to myosin IIA peptide; S100A4/TAMRA-MyoIIA peptide fluorescence polarization; hit rate 0.14% among 360,000; AID 652163; inhibition, % at 10.7 µM; P26447;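 active = mean inhibition of at least 70% across replicates, with every replicate also reaching that level; inconclusive = mean inhibition reaches 70% but some replicates fall short; inactive = mean inhibition below 70%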
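Material: S100A4 monomer protein / Buffer or medium: 50 mM HEPES pH 7.2, 10 mM CaCl2, 100 mM KCl / Times: 5 min incubation before reading / Benchmarks: neutral control DMSO, positive control TFP / Reagent: labelled myosin peptide probe, 5 nM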
FN deposition inh = fibronectin deposition inhibition | AH1F fibroblasts, Alexa488-fibronectin deposition fluorescence, overnight | inhibition, % at 12.6 µM | hit rate 0.086% among 350,000;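 active = mean inhibition across replicates of 30% or more, regardless of how many single replicates reach that level; inconclusive = mean under 30% yet at least half of replicates reach 30%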;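 note: positive control wells lacked labelled fibronectin entirely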
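Schedule: 1 h cell adhesion before compound, then overnight fibronectin incubation; test system: AH1F fibroblast monolayer depositing Alexa488-labelled fibronectin into matrix; quantity: 10000 AH1F cells per well; probe or stimulus: fluorescent fibronectin at 24 nM final; signal: fluorescence, ex 485 nm, em 525 nm; evaluation: percent inhibition as loss of matrix-bound fibronectin fluorescence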
RAD54 inh = RAD54 (human) branch migration inhibition; Q92698; RAD54 Holliday junction branch migration, FAM/BHQ fluorescence; inhibition, % at 10.4 µM; hit rate 0.14% among 360,000; AID 602329;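 active = mean normalized replicate activity at least 40 and at least half of replicates scoring 40 or more; inconclusive = only one of the two criteria met; inactive = mean below 40 and under half of replicates reaching 40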;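 note: 0% = median of neutral control wells and 100% = median of positive control wells; inhibitors cause a drop in the FAM fluorescence signal; in these data hits start at about 50%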
RAD52 inh = blocks human RAD52 DNA annealing; recombinant RAD52 DNA annealing, FRET fluorescence; P43351; inhibition, % at 18.7 µM; hit rate 0.46% among 360,000;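 active = every replicate showing at least 50% inhibition; inconclusive = mean inhibition at least 50% but not in every replicate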
Target sequence (P43351 whole entry, looked up): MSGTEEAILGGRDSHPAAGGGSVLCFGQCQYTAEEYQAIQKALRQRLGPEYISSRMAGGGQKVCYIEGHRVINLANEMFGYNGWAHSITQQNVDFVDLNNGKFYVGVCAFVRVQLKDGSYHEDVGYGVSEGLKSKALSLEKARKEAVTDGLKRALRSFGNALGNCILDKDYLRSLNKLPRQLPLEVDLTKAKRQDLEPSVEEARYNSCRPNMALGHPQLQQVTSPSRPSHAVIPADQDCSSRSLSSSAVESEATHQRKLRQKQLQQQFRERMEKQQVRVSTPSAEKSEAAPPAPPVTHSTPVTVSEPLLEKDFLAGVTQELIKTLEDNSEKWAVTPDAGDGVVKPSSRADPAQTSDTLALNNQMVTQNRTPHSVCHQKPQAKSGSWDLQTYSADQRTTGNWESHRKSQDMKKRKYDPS
esBAF inh = SWI/SNF esBAF complex inhibition. AID 602393. hit rate 2% among 350,000. mouse ES cells, Bmi1-luciferase knock-in reporter, 24 h; 100% = twice the neutral-well signal. reporter increase, % at 12.5 µM; in the data active = activation above about 40%; inconclusive = no clear call, values can overlap the other calls;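 note: 0% = median of the plate's neutral control wells and 100% = double that signal; a rise in the Bmi1 reporter signal indicates esBAF inhibition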
Xi reactivation = X-chromosome reactivation activator; XiGFP mouse fibroblasts, % GFP-positive cells imaging, 3 d; cells co-treated with 5-aza-dC sensitizer; scaled so ellipticine positive control = 100%; activation, % at 7.58 µM; hit rate 0.055% among 360,000;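 active = mean normalized replicate activation at least 10% and every replicate at or above 10%; inconclusive = only one of the two criteria met; inactive = mean below 10% and not all replicates reach 10%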;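 note: 0% = median of on-plate neutral control wells and 100% = ellipticine 6 µM median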
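Schedule: 3 d treatment, 15 min room-temperature fixation; system: 68-5-11 XiGFP fibroblast line; buffer or medium: DMEM plus 5-aza-dC sensitizer; control set: ellipticine 6 µM positive control; compound: one concentration, pinned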
E-sel inducer = E-selectin induction on HUVECs. P16581. activation, % at 7.58 µM. hit rate 0.37% among 260,000. HUVEC E-selectin immunofluorescence imaging; normalized: neutral wells 0, TNF-alpha wells 100;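 active = mean E-selectin-positive cell signal at least 10% of the positive control, reached in at least 60% of replicates, without over 20% cell loss; inconclusive = no rule given, readout overlaps actives, possibly toxicity-flagged; inactive = the rest, including those meeting only one limit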;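 note: in these data hits start at about 27%; measured in HUVEC primary endothelial cells; signal is the percent of cells scored E-selectin positive by PE staining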
Target sequence (P16581 whole entry, looked up): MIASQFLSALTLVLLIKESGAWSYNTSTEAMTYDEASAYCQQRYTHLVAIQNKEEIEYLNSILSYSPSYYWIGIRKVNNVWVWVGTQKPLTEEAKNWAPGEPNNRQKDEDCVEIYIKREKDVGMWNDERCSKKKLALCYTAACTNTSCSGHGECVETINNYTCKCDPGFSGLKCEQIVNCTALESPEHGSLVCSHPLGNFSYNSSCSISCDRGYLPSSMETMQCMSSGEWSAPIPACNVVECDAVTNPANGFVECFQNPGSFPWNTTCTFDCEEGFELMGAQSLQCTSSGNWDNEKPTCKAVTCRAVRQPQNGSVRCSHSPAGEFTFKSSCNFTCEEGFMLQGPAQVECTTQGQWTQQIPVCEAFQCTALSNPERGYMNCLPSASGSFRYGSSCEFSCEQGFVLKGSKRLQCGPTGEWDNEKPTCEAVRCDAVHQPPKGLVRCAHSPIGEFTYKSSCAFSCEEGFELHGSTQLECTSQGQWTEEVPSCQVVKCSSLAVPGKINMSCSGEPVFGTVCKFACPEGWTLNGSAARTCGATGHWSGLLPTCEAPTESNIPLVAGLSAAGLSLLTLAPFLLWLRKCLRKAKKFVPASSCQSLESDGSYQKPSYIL
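Assay system: HUVEC primary endothelial cells. Input: 3,000 HUVEC seeded per well. Doses: one compound dose added by pin transfer. Read-out basis: % PE-positive cells. Benchmarks: TNF-alpha high, DMSO low. Detection: immunofluorescence imaging. Buffer or medium: EGM-2, gelatin.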
Starred values were filed as active, the others as inactive; ? = inconclusive; . = no result given. Rows were taken by chance. About 3% of those tested had a hit in this group.

SMILES | EWS-Fli inh | S100A4 inh HTS | FN deposition inh | RAD54 inh | RAD52 inh | esBAF inh | Xi reactivation | E-sel inducer
COc1ccc(Nc2nc(N)nc(CN3CCC(Cc4ccccc4)CC3)n2)cc1 | 7 | -4 | 3 | 1 | -2 | 3 | 0.1 | 0.0
CCC/C(=C1/c2ccccc2C(=O)N1c1ccccc1)c1ccc2c(c1)OCCO2 | 62* | -1 | 4 | 4 | -20 | -9 | 0.0 | 1.0
CC1=CC(=O)C(C(C)=Nc2ccccc2[N+](=O)[O-])C(=O)O1 (configuration not stated) | 4 | -2 | . | 0 | -22 | -3 | 4.3 | -1.5
COc1cccc(CNC(=O)c2nnn(CC(=O)Nc3ccc(Br)cc3)c2N)c1 | -3 | 0 | 9 | -3 | 3 | -7 | 0.0 | .
OC[C@H]1NC[C@@H](O)[C@@H]1O | 1 | 0 | -3 | -7 | -7 | 3 | 0.4 | -1.9
Cc1ccc(C)c(C(=O)NC(C)CCc2ccccc2)c1 (configuration not stated) | -13 | -1 | -1 | . | -6 | . | 0.0 | .
C[C@@H]1CCCCO[C@@H](CN(C)Cc2ccc3c(c2)OCO3)[C@@H](C)CN([C@@H](C)CO)C(=O)c2cc(N(C)C)ccc2O1 | 0 | . | . | . | . | -11 | 4.1 | 1.7
CCCCN1CC(COCc2ccccc2)Oc2cccc(NCc3ccc(OC)cc3)c2S1(=O)=O (configuration not stated) | 8 | 2 | 1 | 7 | -6 | 6 | 0.7 | 1.5
Cc1cc(C)c2nc(-c3ccccc3)ccc2c1 | -106 | -8 | -1 | 3 | -17 | 63* | 0.0 | -1.8
OC[C@H]1[C@H](c2ccc(-c3ccccc3)cc2)[C@@H]2CN(CCC(F)(F)F)CCCCN12 | 11 | -9 | 0 | 5 | 6 | . | 0.0 | 2.0
OC(c1nc2ccc(F)cc2[nH]1)C(O)c1nc2ccc(F)cc2[nH]1 (configuration not stated) | 2 | -2 | 5 | -4 | -9 | -5 | 0.0 | 0.6
COc1cc(OC)cc(C(=O)NNC(=S)NCc2ccco2)c1 | 8 | 0 | . | 0 | -4 | 6 | 0.0 | .
COc1cccc(/C=C/C(=O)OCC(=O)c2ccc(Br)cc2)c1 | -7 | 1 | -3 | -3 | -3 | -1 | 0.0 | -0.1
C[C@@H]1CN([C@H](C)CO)C(=O)c2cc(NC(=O)c3ccccc3)ccc2O[C@@H](C)CCCCO[C@H]1CN(C)C(=O)NC1CCCCC1 | 12 | . | 7 | 9 | . | 5 | 0.3 | -0.2
CSCCC1NC(=S)N(Cc2ccccc2)C1=O (configuration not stated) | 4 | -5 | -1 | -12 | -5 | -7 | 0.0 | 0.2
O=C(CNC(=O)c1ccncc1)Nc1ccc(F)c(F)c1 | 5 | 1 | 1 | -5 | -10 | -2 | 0.3 | .
CC(C)c1cccc(-c2csc(C(C)(O)c3ccccc3)n2)c1 (configuration not stated) | -1 | -4 | 3 | -5 | -16 | 1 | -0.2 | -0.1
Cc1cccc(C)c1NC(=O)CNC(=O)c1c(C)nn(C)c1Cl | 7 | -5 | -7 | -6 | -5 | -1 | 0.3 | 0.0
CN(O)/C=C/C(=O)c1ccc(Br)cc1 | -4 | 48 | 4 | . | -40 | . | 0.0 | .
CCCCN(CC)CCNC(=O)CN1C(=O)COc2ccc(S(=O)(=O)N3CCCC3)cc21 | . | . | -3 | 12 | . | 1 | 0.1 | .
CC(C)NC(=O)N(C)C[C@@H]1Oc2cc(C3=CCCC3)ccc2S(=O)(=O)N([C@@H](C)CO)C[C@H]1C | -7 | -12 | . | 5 | -9 | -2 | -0.6 | 2.1
CC(C)CC(=O)N1CCN(Cc2ccc3ccccc3c2)CC1 | -12 | 2 | -3 | -9 | -2 | 4 | 0.0 | -0.2
CC=Cc1ccc2n(c1=O)C[C@@H]1[C@@H](CO)[C@H](C(=O)NCCc3cn(C)cn3)[C@H]2N1C(=O)C1CC1 (mixture of isomers) | -3 | -2 | . | 9 | 14 | 0 | -0.1 | 0.3
CCOC(=O)NC1(Nc2cccc(Cl)c2)Oc2ccccc2O1 | 34 | 2 | 5 | . | -4 | . | 0.5 | -3.4
CNC[C@@H]1Oc2cc(C3=CCCC3)ccc2S(=O)(=O)N([C@@H](C)CO)C[C@H]1C | 6 | . | -13 | . | . | 4 | 0.0 | 2.6
N#Cc1ccccc1Sc1ccccc1C(=O)OCC(N)=O | 2 | -4 | 0 | . | -1 | . | 0.0 | 1.4
Cc1ccc(C2(C)NC(=O)N(CC(=O)Nc3nc(-c4ccccn4)cs3)C2=O)cc1 (configuration not stated) | 16 | 4 | 13 | -11 | -36 | 0 | -0.1 | 1.9
NC(=O)c1ccc(/C=N/O)[n+](Cc2ccccc2)c1 | 11 | -4 | -8 | -5 | -29 | 0 | -0.1 | 1.4
CC(=O)c1ccc(NC(=O)NC2CC(=O)N(c3ccc4c(c3)OCCO4)C2)cc1 (configuration not stated) | -11 | -6 | -1 | . | -7 | . | 0.5 | .
COc1ccc(-c2ccc(C3[C@@H]4CN(S(=O)(=O)c5cn(C)cn5)C[C@H]3N4)cc2)cc1 (some centres not stated) | 6 | 8 | 0 | . | 1 | . | 0.0 | 0.1
NC(=O)c1cccc(-c2cnc3c(Nc4cccc(OC(F)(F)C(F)F)c4)nccn23)c1 | -61 | 13 | -6 | 2 | -27 | 23 | 0.2 | -0.1
COc1ccc(-c2nnc3ccc(SCC(=O)N4CCOCC4)nn23)cc1 | 3 | 1 | 10 | 0 | -15 | 2 | 0.0 | 0.0
Nc1cc(S(=O)(=O)Nc2ccccc2Cl)ccc1N1CCOCC1 | 2 | -4 | 7 | 8 | -19 | 19 | -0.1 | 2.7
Cc1nc2c(OCC(=O)C(C)(C)C)cccn2c1N(C)Cc1cccs1 | -9 | -4 | -6 | -7 | -24 | 9 | 0.0 | 0.2
COc1cc(C(CC(=O)Nc2ncccc2C)N2Cc3ccccc3C2=O)cc(OC)c1OC (configuration not stated) | 13 | -5 | -2 | 8 | -1 | -4 | 0.3 | 0.2
COc1ccc(OC)c(S(=O)(=O)NC(=O)C2(C)CCN2C(=O)CC2CCCC2)c1 (configuration not stated) | 0 | -2 | 2 | -8 | -3 | -7 | 0.4 | 0.0
C[C@H](CO)N1C[C@H](C)[C@H](CN(C)S(C)(=O)=O)Oc2c(NC(=O)Nc3ccc4c(c3)OCO4)cccc2C1=O | -6 | 11 | -3 | 3 | 6 | 5 | 0.2 | -0.2
C[C@H](CO)N1C[C@H](C)[C@H](CN(C)Cc2ccc(C(=O)O)cc2)OCCCC[C@H](C)Oc2ccc(NC(=O)CCCN(C)C)cc2C1=O | -2 | 0 | . | -5 | 14 | -7 | 0.0 | -0.1
COCC(=O)N1CCCCN2[C@H](CO)[C@H](c3ccc(C#Cc4ccccc4)cc3)[C@H]2C1 | -9 | 65 | . | 12 | 2 | 10 | 0.0 | 0.0
Cc1nn(C(=O)N(C)C)c(C)c1CN1C(=O)c2ccccc2C1=O | 2 | -3 | 6 | -6 | -2 | -10 | 0.0 | .
CCOc1ccc(-n2ccnc(SCC(=O)Nc3ccc(CC)cc3)c2=O)cc1 | 11 | -1 | -6 | 6 | -15 | . | -0.1 | 2.2
CCCNC(=O)COC(=O)c1n[nH]c2ccccc12 | 4 | -8 | 0 | . | -6 | . | -0.1 | -0.3
C[C@@H]1CCCCO[C@@H](CN(C)S(=O)(=O)c2ccccc2)[C@H](C)CN([C@H](C)CO)C(=O)c2cc(NC(=O)Cc3ccccc3)ccc2O1 | 5 | -3 | -2 | 0 | -22 | 7 | 0.1 | .
CC(C)CC#Cc1ccc2c(c1)O[C@@H](CN(C)C(=O)Cc1ccccn1)[C@H](C)CN([C@@H](C)CO)S2(=O)=O | 21 | -2 | -5 | 0 | 5 | 3 | 0.0 | 0.6
CCn1c(=O)cc(OCC(=O)NCCc2ccc(OC)c(OC)c2)c2ccccc21 | 9 | -10 | 0 | . | -11 | . | 0.0 | .
O=C(Nc1ccccc1)N1CCCCN2[C@H](CO)[C@H](c3ccc(C#Cc4cccnc4)cc3)[C@H]2C1 | 13 | -1 | . | 0 | 19 | . | 0.0 | -0.5
CCC(=O)N1[C@@H]2c3cccc(=O)n3C[C@@H]2[C@@H](CO)[C@@H]1C(=O)NCc1ccccc1F | -1 | -9 | . | -14 | -11 | -1 | 0.1 | -1.7
COc1ccc(OC)c(NC(=O)c2ccc(N3C(=O)C4CC=C(C)CC4C3=O)cc2)c1 (configuration not stated) | 11 | 2 | 0 | 3 | -13 | 4 | 0.3 | 0.9
COc1ccc(NS(=O)(=O)c2ccc(NC(=O)Cc3cccs3)cc2)cc1 | 4 | 8 | -3 | . | -26 | . | -0.1 | .
Cc1nnc2sc(SCC(=O)N3CCCCC3)nn2c1=O | -1 | 1 | 7 | 6 | 3 | . | 0.0 | .
COCCn1c(SCc2cccc(F)c2)nc2cc(C(=O)OC)ccc2c1=O | 8 | 2 | 0 | -2 | -7 | -5 | 0.2 | ?
COc1ccc(C(=O)CC2(C(=O)O)CCCCC2)cc1 | 12 | 6 | -11 | 4 | -2 | -6 | 0.0 | .
NC1=NN=C(N2N=C(c3ccc(Br)cc3)CC2(O)C(F)(F)F)n2ncnc2C1 (configuration not stated) | 3 | 0 | -4 | . | -7 | . | 0.2 | .
COc1ccccc1/C=C/C(=O)NCC(=O)N/N=C/c1ccccc1[N+](=O)[O-] | -17 | 8 | 9 | . | -10 | . | 0.1 | .
N#C[C@@H]1[C@@H](c2ccc(C#CC3CCCC3)cc2)[C@@H](CO)N1S(=O)(=O)c1ccccc1 | 2 | 4 | 11 | 9 | 3 | 9 | 0.1 | -0.6
COc1cc(O)ccc1C=O | -5 | 5 | 5 | . | -14 | . | 0.2 | 11
Cc1cccc(-c2ccc([C@@H]3[C@H]4CN(CCC(F)(F)F)CCCCN4[C@H]3CO)cc2)c1 | 26 | -5 | . | 0 | -9 | . | 0.1 | -0.7
COC(=O)c1cc2c(c3c4cc(C)ccc4n(S(=O)(=O)c4ccc(C)cc4)c13)C(=O)N(C)C2 | 13 | -4 | -4 | . | -11 | . | 0.2 | -0.2

Compound activity deposited in PubChem BioAssay by Broad Institute.
